14-3-3 PPI – 14-3-3 gamma protein interaction modulation. actives 0.19% (n = 160,000). inhibition, % at 40 µM. FP, 14-3-3gamma / TMR-pS259-Raf peptide binding; in the data active means inhibition above about 30%;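 further: 0% = protein plus tracer without compound and 100% = blank with tracer alone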
Target sequence (P61981 whole entry, looked up): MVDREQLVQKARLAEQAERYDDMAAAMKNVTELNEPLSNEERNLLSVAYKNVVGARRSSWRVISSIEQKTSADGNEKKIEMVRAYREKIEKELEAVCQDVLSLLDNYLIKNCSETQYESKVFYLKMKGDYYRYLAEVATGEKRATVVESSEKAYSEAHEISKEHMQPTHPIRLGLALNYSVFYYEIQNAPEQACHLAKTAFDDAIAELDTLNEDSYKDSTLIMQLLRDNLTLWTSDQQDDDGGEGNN
* = called active by the depositor; & = joins results of further samples. Not all compounds are listed; rates above refer to the full screens.

SMILES	14-3-3 PPI
CCOC(=O)c1[nH]c(C)c(/C(O)=C2\C(=O)C(=O)N(CCN(C)C)C2c2cccc(OC)c2OC)c1C (centres undefined)	-1
O=C(NC1CCCCCCC1)C1CCN(S(=O)(=O)N2CCOCC2)CC1	4
Cc1cc(C)c2c(=O)n(CC(=O)NCCCN3CCOCC3)sc2n1	-3
Cc1ccccc1S(=O)(=O)Cc1ccc(C(=O)N2CCN(C3CCCCC3)CC2)o1	2
O=C1NC(c2ccccc2Cl)c2c(-c3ccccc3)n[nH]c21 (centres undefined)	-8
Cc1cc(C)cc(CC2CC(=O)N(c3ccc4c(c3)OCCO4)C2=O)c1 (centres undefined)	8
CCCCc1ccc(NC(=O)CCOc2ccccc2)cc1	-21
N#Cc1ccc(Oc2cccc(-c3cnc4ccccc4n3)c2)c([N+](=O)[O-])c1	-15
Cn1c(=O)cc(OCCCC(=O)NC2CCCC2)c2ccccc21	3
Cc1ccccc1OCC(=O)N1N=C(c2ccc(Cl)cc2)CC1(O)C(F)(F)F (centres undefined)	4
O=C(NCC1COc2ccccc2O1)c1cnn2c(C(F)(F)F)cc(-c3ccccc3)nc12 (centres undefined)	-1
COc1ccc(OC)c(C(=O)COC(=O)C2CC3CCCC(C2)C3=O)c1 (centres undefined)	8
Cc1ccc(F)cc1N1C(=O)C2CC=CCC2C1=O (centres undefined)	2
O=C(Nc1ccccc1-c1nc2ccccc2[nH]1)c1cccc([N+](=O)[O-])c1	2
COc1ccc(NC(=O)C2CCN(C(=O)c3ccc(OC)cc3)CC2)cc1	4
Nc1ccc(-c2nnc(-c3ccc(-c4ccccc4)cc3)o2)cc1	0
Cc1cc(C)cc(-n2ccnc2SCC(=O)Nc2cccc(F)c2)c1	-8
O=C(CSCc1ccc(Cl)cc1)NCC1CCCO1 (centres undefined)	-3
O=C(O)C1CCN(C2CC(=O)N(c3ccc(I)cc3)C2=O)CC1 (centres undefined)	-100
O=C(NCc1cccnc1)c1ccc(CSCc2ccccc2Cl)o1	-1
CCOC(=O)c1sc2ccccc2c1NC(=O)c1ccc2c(c1)OCCO2	-4
COc1ccc(-c2oc3ncn(CCCO)c(=N)c3c2-c2ccc(OC)cc2)cc1	-7
O=C(c1cc2ccccc2oc1=O)N(Cc1ccco1)CC1CCCO1 (centres undefined)	-10
COc1cccc(C(=O)Nc2ccc(-c3nc4ccccc4o3)c(O)c2)c1	-71
CC(=O)Nc1ccc(-n2c(C=Cc3ccc(C(C)(C)C)cc3)nc3cc(Cl)ccc3c2=O)cc1	2
(listing goes on)
SMILES	14-3-3 PPI
COCCn1c(N(C)Cc2ccccc2)nc2c1c(=O)[nH]c(=O)n2C	-8
Cc1cc2ccccc2c(=O)n1CC(=O)NCC(=O)NC1CCCCC1	-10
COc1cc2nc(CCc3ccccc3)oc(=O)c2cc1OC	-12
Cc1ccccc1C1=NC(c2ccc(F)cc2F)ON1 (centres undefined)	-12
O=C(NCc1cccnc1)c1ccc(CS(=O)(=O)c2ccc(Br)cc2)o1	-11
C=CCNC(=O)COc1ccc(Br)cc1Cl	-4
COc1ccc(CSc2ncn[nH]2)cc1Br	-1
CC1CC(C)(C)NC(=S)N1CCC(=O)N1CCN(c2ccccn2)CC1 (centres undefined)	-1
Cc1cc(C)nc(SCC(=O)n2c(C)c(C)c3ccccc32)n1	0
O=C(CN1C(=O)c2ccccc2C1=O)N1CCN(C(=O)c2ccccc2)CC1	2
COc1ccc(C(=O)n2nnc3ccccc32)cc1[N+](=O)[O-]	9
O=C(CSc1nc2c(c(=O)n1-c1ccc(Cl)cc1)SCC2)NC1CCCCC1	-19
COc1ccccc1N1CCN(C(=O)CCCn2c(=O)[nH]c3ccsc3c2=O)CC1	-7
COc1ccc(S(=O)(=O)N(CC(=O)N2CCOCC2)c2cc(Cl)ccc2OC)cc1OC	-3
Cn1c(=O)oc2cc(Cl)c(C(=O)c3cc4c(cc3Cl)oc(=O)n4C)cc21	-14
Cc1ccc(CNC(=O)C2CCN(S(=O)(=O)N3CCC(C)CC3)CC2)cc1	-9
CCCCc1nc2sc3c(c2c(=O)[nH]1)CC(C)(C)OC3	-6
O=C(NC1CCCCC1)c1cccnc1C(=O)O	-2
Cc1ccccc1C(=O)N1CCC(C(=O)NC2CCCCC2)CC1	10
O=C(c1ccco1)N1CCN(C(c2ccc(F)cc2)c2nnnn2CC2CCCO2)CC1 (centres undefined)	-1
O=C(CCC(=O)N1CCN(S(=O)(=O)c2ccccc2)CC1)c1cccs1	-9
CC1=C(C(=O)Nc2ccc(C)cn2)C(c2ccsc2)C2=C(CCCC2=O)N1 (centres undefined)	-5
CCc1nnc(NC(=O)C2CCN(C(=O)NC3CCCCC3)CC2)s1	-1
COc1ccc(Nc2nc(C(=O)NCCCN3CCOCC3)cs2)cc1	-3
CCCc1oc2c(cc(NS(=O)(=O)c3ccc4c5c(cccc35)C(=O)N4)c3ccccc32)c1C(=O)OCC	-153
The list goes on.
SMILES	14-3-3 PPI
COc1cc2c(cc1OC)C(C(=O)N1CCN(Cc3ccccc3)CC1)C1c3ccccc3CCN1C2=O (centres undefined)	0
Cc1cccc(OC(C)C(=O)N(Cc2cccs2)C2CCS(=O)(=O)C2)c1C (centres undefined)	-1
CC1=C(C(=O)N2CCOCC2)C(c2ccc3c(c2)OCO3)C2=C(CC(C)(C)CC2=O)N1 (centres undefined)	-1
CCOC(=O)c1ccc(CN(Cc2ccc(F)cc2)S(=O)(=O)c2c(C)cc(C)cc2C)cc1	-3
Cc1ccc(CNC(=O)C2CCC(=O)N2C2CCCC2)cc1 (centres undefined)	-4
Nc1c(Cl)ccc2nsnc12	-17
O=C(NC1CCCCC1)C1CC(O)CN1C(=O)OCc1ccccc1 (centres undefined)	-4
COC(=O)C1=C(C(=O)c2ccccc2)C(=O)C(=O)N1c1ccccc1	-1
O=C(NC(c1ccccc1)c1ccccc1)C1CCCN(S(=O)(=O)c2cnc[nH]2)C1 (centres undefined)	4
NC1=NC(=O)C(CC(=O)Nc2ccccc2Cl)S1 (centres undefined)	11
COC(=O)CSc1nnc(-c2ccc(OC)cc2OC)o1	7
CC1Cc2nc(SCC(=O)Nc3ccc4c(c3)OCCO4)n(C)c(=O)c2S1 (centres undefined)	-5
O=C(COC(=O)c1c2c(nc3ccccc13)CCC2)c1ccc(-c2ccccc2)cc1	-37
COc1ccc(C2C(C(=O)Nc3ccccc3)=C(C)N=C3SCC(=O)N32)cc1 (centres undefined)	-5
CN(C)c1cc[n+](Cc2ccccc2)cc1	-5
Cc1ccc(-n2c(SCC(=O)NCCc3ccccc3)nc3c(c2=O)SCC3)cc1	-2
Cc1nc2nc3c(c(=O)n2[nH]1)CCC3	-7
O=C(C1CCC(CNS(=O)(=O)c2ccc(Br)s2)CC1)N1CCN(c2ccccc2F)CC1 (centres undefined)	-5
O=C1C(Cl)=C(N2CCc3ccccc3C2)C(=O)N1Cc1ccccc1	-29
COc1ccc2cc3cc(C(=O)Nc4cc([N+](=O)[O-])ccc4OC)oc3nc2c1	-8
CC1CN(c2cc(=O)n(-c3ccccc3)c(=O)[nH]2)CC(C)O1 (centres undefined)	-1
Cc1nc2nc[nH]n2c(=O)c1NC(=O)CC12CC3CC(CC(C3)C1)C2	-3
Cc1ccc(NC(=O)c2cccnc2)c(O)c1	-91
CCn1c(=N)n(CC(=O)c2ccc(C)cc2)c2ccccc21	-1
Cc1ccc(Oc2cc(NC(=O)CCCn3nc(C)c([N+](=O)[O-])c3C)cc([N+](=O)[O-])c2)cc1	-4
Going on with the list:
SMILES	14-3-3 PPI
COc1ccc(C(=O)C(C)Sc2nc3ccccc3[nH]2)cc1 (centres undefined)	3
CC1CN(c2cc(=O)n(Cc3ccc(F)cc3)c(=O)[nH]2)CC(C)O1 (centres undefined)	1
CCOC(=O)C1=C(C)Nc2nc(SC)nn2C1c1ccc(C(=O)OC)cc1 (centres undefined)	-8&2
CCCOC(=O)c1ccc(NC(=O)C2C3C=CC(O3)C2C(=O)O)cc1 (centres undefined)	4
N#Cc1cc2c(nc1SCC(=O)N1CCCCC1)CCCC2	-6&-7
O=C(CC(c1ccccc1)c1cc(Br)ccc1O)NCCN1CCOCC1 (centres undefined)	2
CCCOc1ccc(N2C(=O)CC(Nc3ccc(OC(F)(F)F)cc3)C2=O)cc1 (centres undefined)	-10
COc1ccc(C2CC(C(F)(F)F)n3nc(C(=O)N4CCC(C)CC4)c(Cl)c3N2)cc1OC (centres undefined)	-1
OC(COc1ccc(F)cc1)Cn1nnc2ccccc21 (centres undefined)	-6
CCOC(=O)c1cnc2ccc(OC)cc2c1NCCN(C)C	-2
O=C(Nc1ccc(Cl)c(C(F)(F)F)c1)C1CCCN(S(=O)(=O)c2cnc[nH]2)C1 (centres undefined)	4
COc1ccc(C)cc1NC(=O)c1cc2nc(-c3ccco3)cc(C(F)(F)Cl)n2n1	-6
CN1CCNCCN(C)CCN(C)CC1	-8
O=C(NCc1ccc2c(c1)OCO2)C1CC(=O)N(c2ccc(OCc3ccccc3Cl)cc2)C1 (centres undefined)	-8
O=P(O)(CCc1ccncc1)CN1CCCCC1	-4
O=C(C1CCCN(S(=O)(=O)c2ccc(Cl)cc2)C1)N1CCCCCC1 (centres undefined)	-7
COc1ccccc1N1CCN(C(=O)c2ccc(N3CC4CC(C3)c3cccc(=O)n3C4)c(NC(=O)c3cc4ccccc4oc3=O)c2)CC1 (centres undefined)	-1
Cc1cc(C)n(-c2ncnc3sc4c(c23)CCCC4)n1	-1
N#Cc1c(N2CCCC2)nc(N)c2c(N)nc(N3CCCC3)cc12	-8
Cc1csc2ncc(C(=O)Nc3ccc4c(c3)OCO4)c(=O)n12	-28
CCC(C)(C)n1nnnc1C(c1ccc2ncccc2c1)N1CCN(c2nc3ccccc3s2)CC1 (centres undefined)	-12
COc1ccc(/C(O)=C2\C(=N)N(c3ccc([N+](=O)[O-])cc3C)C3=C(C(=O)CCC3)C2c2cc(OC)c(OC)c(OC)c2)cc1 (centres undefined)	-10
CCOc1ccc(NC(=O)C2=C(C)NC(=O)NC2c2ccccc2Br)cc1 (centres undefined)	3
CCOC(=O)c1c(NC(=O)c2cccs2)sc2c1CCC(CC)C2 (centres undefined)	-9
CCc1nnc(NC(=O)c2cccc(C(=O)Nc3nnc(CC)s3)n2)s1	-8

Four of these compounds, reformatted:
> O=C(C1CCCN(S(=O)(=O)c2ccc(Cl)cc2)C1)N1CCCCCC1 (centres undefined)
  14-3-3 PPI: -7

> COc1ccccc1N1CCN(C(=O)c2ccc(N3CC4CC(C3)c3cccc(=O)n3C4)c(NC(=O)c3cc4ccccc4oc3=O)c2)CC1 (centres undefined)
  14-3-3 PPI: -1

> Cc1cc(C)n(-c2ncnc3sc4c(c23)CCCC4)n1
  14-3-3 PPI: -1

> N#Cc1c(N2CCCC2)nc(N)c2c(N)nc(N3CCCC3)cc12
  14-3-3 PPI: -8

The list goes on:
SMILES	14-3-3 PPI
COCCn1cc(C(=O)NCc2cccs2)c2c3ccccc3n(C)c2c1=O	-5
CCOC(=O)C1CCCN(C(=O)CN2CCN(Cc3ccc(Cl)cc3)C2=O)C1 (centres undefined)	3
O=C(CNS(=O)(=O)c1ccc2c(c1)C(=O)c1ccccc1C2=O)c1ccccc1	-8
O=C1C2C3CC(C(Br)C3Br)C2C(=O)N1c1ccc(I)cc1 (centres undefined)	-3
O=C(C1CCC(Cn2c(=O)[nH]c3ccccc3c2=O)CC1)N1CCN(c2ccccc2)CC1 (centres undefined)	-2
Cc1cccc(-c2nc(NCCCN3CCOCC3)c3ccccc3n2)c1	-161
CC(=O)c1cccc(NC(=O)CCNS(=O)(=O)c2cccc3nonc23)c1	-14
COc1ccc2oc(-c3ccccc3)c(C(=O)N3CCOCC3)c2c1	-17&-4
COc1ccc2nc(SC(C)=O)nc(C)c2c1	-20
O=c1c2ccccc2nc(-c2ccco2)n1/N=C/c1ccco1	-3
O=C(C1CCCN(S(=O)(=O)c2cccc3nsnc23)C1)N1CCN(C2CCCCC2)CC1 (centres undefined)	-5
Cc1cc(Nc2ccc(Br)cc2F)n2ncnc2n1	0
CC(C)c1ccc(NS(=O)(=O)c2ccc3c(c2)CCN3C(=O)C2CC2)cc1	1
COc1cccc(N(CC(=O)Nc2cccc(F)c2)S(C)(=O)=O)c1	-2
O=C(Nc1ccncc1)C1(c2ccccc2)CCCC1	-2
CCCCN(C)C(=O)c1c[nH]c2ccc(S(=O)(=O)Nc3cccc(OC)c3)cc2c1=O	-11
CCN(CC)c1ccc(C2C(C(=O)OCCOC)=C(C)NC3=C2C(=O)CC(C)(C)C3)cc1 (centres undefined)	-1
CC(=O)c1ccc(N2CCN(C(=O)CCC3Nc4c5ccccc5nc(=S)n4C3=O)CC2)cc1 (centres undefined)	-13
Cc1ccc(NC(=O)CSc2nc3c(c(=O)n2-c2ccc(F)cc2)SCC3)c(C)c1	-14

Pulled by structure from the entries so far, two records:
SMILES	14-3-3 PPI
O=C(C1CCCN(S(=O)(=O)c2cccc3nsnc23)C1)N1CCN(C2CCCCC2)CC1 (centres undefined)	-5
COc1ccccc1N1CCN(C(=O)c2ccc(N3CC4CC(C3)c3cccc(=O)n3C4)c(NC(=O)c3cc4ccccc4oc3=O)c2)CC1 (centres undefined)	-1

Among those listed so far, 3 have a COOH group.
SMILES	14-3-3 PPI
O=C(O)C1CCN(C2CC(=O)N(c3ccc(I)cc3)C2=O)CC1 (centres undefined)	-100
O=C(NC1CCCCC1)c1cccnc1C(=O)O	-2
CCCOC(=O)c1ccc(NC(=O)C2C3C=CC(O3)C2C(=O)O)cc1 (centres undefined)	4
